Vif-APOBEC3G blk: inhibitors of Vif-APOBEC3G interaction. Potency, µM (highest dose often 46.1 µM), inactives show at the top dose activity, negative = active, hits mostly inhibitors. hit rate 0.076% among 410,000. HeLa A3G-eYFP + Vif (tagged APOBEC3G with the HIV-1 protein that degrades it), YFP fluorescence, overnight;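 note: potency is the fitted concentration of half-maximal effect; % is set by controls: 0 for no effect and ±100 for the full control effect; nearly all actives have a fitted effect of over 60% in size; hits raise eYFP signal because A3G escapes Vif-driven loss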
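HeLa cells stably expressing Vif and C-terminally eYFP-tagged A3G, seeded overnight at 37 deg C, then exposed to compound by pintool overnight at 37 deg C. Rise in yellow fluorescence (Ex 488/Em 500-530, Acumen) marks blocked Vif-driven A3G degradation.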
GRP78 ERSR act: induces the endoplasmic reticulum stress response in human glioma cells; U87-MG GRP78 promoter luciferase reporter, 16 h; hit rate 0.02% among 420,000; Potency, µM, for inactives: at the top dose activation, hits mostly activators; AID 602332; note: potency is the fitted concentration of half-maximal effect; series mostly up to about 76 µM; % of control where 0% means no effect; nearly all actives have a fitted effect of over 35% in size
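ERSR induction read as luciferase luminescence (Bright-Glo, 10 min at room temperature) in stably transfected human U87-MG glioma cells exposed to compounds for 16 h, using GRP78 as sensor.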
D2 ag: agonists of human D2 dopamine receptor; hit rate 0.53% among 340,000; HEK293 T-REx D2 cells, calcium flux agonist mode; activation, % at 2 µM; P14416;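 active = activation over 3 SD above normal in the single-dose calcium agonist read, cut at about 30% in these data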; note: 0% is about no effect
Target sequence (P14416 whole entry, looked up): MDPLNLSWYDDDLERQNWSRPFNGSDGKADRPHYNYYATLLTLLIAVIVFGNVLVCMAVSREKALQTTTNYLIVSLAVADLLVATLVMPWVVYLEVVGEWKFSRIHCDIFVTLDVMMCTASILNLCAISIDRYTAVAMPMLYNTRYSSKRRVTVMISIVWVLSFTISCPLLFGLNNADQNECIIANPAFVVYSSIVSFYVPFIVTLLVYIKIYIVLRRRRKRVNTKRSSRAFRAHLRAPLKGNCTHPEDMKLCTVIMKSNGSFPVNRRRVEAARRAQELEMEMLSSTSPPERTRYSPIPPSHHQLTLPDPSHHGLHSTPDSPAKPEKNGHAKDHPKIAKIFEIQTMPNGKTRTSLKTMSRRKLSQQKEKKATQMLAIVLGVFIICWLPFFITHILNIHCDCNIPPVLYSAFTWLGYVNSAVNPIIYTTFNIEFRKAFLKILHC
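In this primary screen, compounds producing a positive calcium signal within 180 s of addition to tetracycline-induced, force-coupled HEK293 Trex D2 cells are flagged; cells are dye-loaded with a no-wash calcium kit beforehand.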
ERG-DNA inh: blocks human ERG Ets domain binding to DNA; fluorescence polarization, His-ERG Ets domain / labelled DNA; hit rate 0.028% among 370,000; AID 624246; Potency, µM (doses to about 76.9 µM), for inactives: at the top dose FP activity, negative = inhibition, hits mostly inhibitors; active = well fitted inhibition curve with a large enough effect in the polarisation, with a control signal flat; inconclusive = small, poorly fitted or top-dose-only effect, or effect the other way, or a change in a side signal; inactive = no such curve, though single readings can be large or run the other way; the % refers to the polarisation;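 note: polarization taken with two DNA probes labelled with fluorescein and Texas red; potency is the fitted concentration of half-maximal effect; % of control where 0% means no effect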
Target sequence (P11308 whole entry, looked up, the tested form may be a part): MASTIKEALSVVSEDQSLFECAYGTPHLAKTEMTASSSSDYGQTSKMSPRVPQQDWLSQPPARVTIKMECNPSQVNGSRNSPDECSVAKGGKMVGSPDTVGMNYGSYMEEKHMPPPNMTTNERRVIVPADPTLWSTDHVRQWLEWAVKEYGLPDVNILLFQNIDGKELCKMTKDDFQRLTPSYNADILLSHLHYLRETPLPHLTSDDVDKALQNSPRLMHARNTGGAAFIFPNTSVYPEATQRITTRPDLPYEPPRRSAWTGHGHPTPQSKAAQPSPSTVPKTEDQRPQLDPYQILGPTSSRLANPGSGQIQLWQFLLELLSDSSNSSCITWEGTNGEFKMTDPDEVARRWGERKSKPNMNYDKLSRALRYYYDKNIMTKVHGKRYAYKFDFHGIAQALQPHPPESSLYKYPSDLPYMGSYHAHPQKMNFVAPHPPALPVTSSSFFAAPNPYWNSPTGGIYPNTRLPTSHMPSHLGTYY
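His-tagged ERG Ets domain (1 uM in the protein solution; 300mM KCl, 50mM Tris-HCl, 1mM EDTA, 1mM DTT, pH 7.5) received compound, then a probe mix of 5 nM fluorescein-DNA and 100nM Texas-615-DNA. Fluorescence polarization was read for both dyes.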
D2 antagonist: antagonists of human D2 dopamine receptor; P14416; HEK293 TREx D2 cells, calcium flux, dopamine EC80; inhibition, % at 10 µM; hit rate 2% among 340,000; AID 485344; in the data active = inhibition above about 30%; note: 0% is about no effect
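In this primary screen, negative modulation is detected by tracking calcium flux after an EC80 dopamine challenge in inducible HEK293 T-REx D2 cells preexposed to test compound for 180 s.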
RGS4 inhibitor: blocks human RGS4-accelerated GTP hydrolysis. P49798. Transcreener GDP fluorescence polarization, RGS4-accelerated GTP hydrolysis. Potency, µM (highest dose often 114 µM), for the others: at the top dose activity change, negative = inhibition, usual class: inhibitors. hit rate 0.039% among 390,000. AID 504845; note: potency is the fitted concentration of half-maximal effect; % is set by controls: 0 for no effect and ±100 for the full control effect; nearly all actives have a fitted effect of over 75% in size; some results filed as inactive show a strong effect at the top dose
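MLSMR compounds (23 nl, pin-transferred) preincubated 10 min at room temperature with a 500nM (2x) first reagent, then RGS4 at 900nM (2x) plus Transcreener GDP mix added; fluorescence polarization (620/688 nm) read before and after 90 min at 30 °C.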
ALOX12 inh: blocks human arachidonate 12S-lipoxygenase; AID 1671190; purified 12hLO, xylenol orange hydroperoxide absorbance; Potency, µM (titrated, usually from 108 µM), for inactives: at the highest dose activity change, negative = inhibition, most hits filed as inhibitors; P18054; hit rate 1.1% among 580,000; note: potency is the fitted concentration of half-maximal effect; % is set by controls: 0 for no effect and ±100 for the full control effect
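Purified human 12hLO at 150 nM in 25 mM Hepes, 0.01% Triton X-100, pH 7.0, preincubated 15 min at room temperature with compound. Reaction started with 40 uM arachidonic acid, 30 min at room temperature. Hydroperoxide measured by Fe-xylenol orange, 573/405 nm absorbance ratio.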
Vif-APOBEC3F blk: inhibitors of Vif-A3F interaction | HeLa A3F-eYFP + Vif (tagged APOBEC3F with the HIV-1 protein that degrades it), YFP fluorescence increase | Potency, µM (series often up to 46.1 µM), without a hit: top-dose activity, negative = active | hit rate 0.2% among 390,000 | AID 602313; note: potency is the fitted concentration of half-maximal effect; % of control where 0% means no effect; nearly all actives have a fitted effect of over 65% in size
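HeLa cells stably expressing Vif plus C-terminally eYFP-tagged A3F were seeded, incubated overnight at 37 deg C, dosed with compound, incubated overnight again at 37 deg C. Yellow fluorescence (Ex 488/Em 500-530) reported blocked Vif-mediated A3F-eYFP degradation.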
LDHA block: blocks human lactate dehydrogenase A | P00338 | activity change, % (values are at about 110 or 230 µM) | purified LDHA, NADH/diaphorase-resazurin fluorescence; hits give low values | hit rate 0.15% among 480,000 | AID 1347041; in the data active = activity change below about -30%; inconclusive = mostly about -25% to -30%;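 note: plate controls were DMSO wells for no effect and wells without enzyme for full effect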
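Human LDH5 (2 nM) was incubated with 0.06 mM NADH and 0.2 mM pyruvate for 5 min at room temperature in Tris pH 7.4. Remaining NADH was coupled through diaphorase/resazurin, and resorufin fluorescence was read at 0 and 20 min.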
* marks the source's active call; other numbers are inactive results; ? = inconclusive; · = no result given; & = joins results of further samples; [ ] = dose if it differs, or a comment. Unless noted, calls come from the whole dose curve; as a rule, active = well fitted curve in the direction sought with a large enough effect; inconclusive = small, poorly fitted or top-dose-only effect, or another doubt; inactive = no such curve, though single readings can be large; an effect the other way counts as inactive or inconclusive. Some of the compounds tested, so the mix of outcomes need not match the whole.

SMILES	Vif-APOBEC3G blk	GRP78 ERSR act	D2 ag	ERG-DNA inh	D2 antagonist	RGS4 inhibitor	ALOX12 inh	Vif-APOBEC3F blk	LDHA block
COc1cc(C2C(=O)N(C3CCCCC3)CC(=O)N2CCc2ccccc2)ccc1OC(C)C (centres undefined)	3%	-4%	0.0	0%	·	22%	-2%	4%	-3
COc1ccccc1NC(=O)Nc1ccccc1C#N	0%	-4%	-2.3	2%	-7	-7%	-5%	10%	-2
CC1CCN(C(=O)CC2C(=O)Nc3c2c(=O)n(C)c(=O)n3Cc2ccccc2)CC1 (centres undefined)	0%	-3%	-0.5	0%	-9	24%	4%	-14%	-3
COc1ccc(CCC(=O)Nc2ccc3c(c2)OCO3)cc1	-2%	-1%	-0.7	-2%	8	-4%	0%	14%	-2
CCC1CCCCN1C(=O)COc1ccc2c3c(c(=O)oc2c1)CCC3 (centres undefined)	-5%	-2%	-0.6	-8%	-1	-35%	0%	8%	-4
Cc1cc(C(=O)Cn2nc(C(=O)O)c3ccccc3c2=O)c(C)n1CCc1ccc(Cl)cc1	0%	3%	3.3	1%	-7	12%	?	1%	3&-10
Cc1ccc(NC(=S)NC(=O)Cc2ccccc2)c(O)c1	-6%	9%	2.0	-7%	-2	-40%	0%	9%	-2
COc1ccc(-c2cc(-c3ccccc3O)[nH]n2)cc1	-23%	-10%	0.7	-1%	-7	-10%	142%[activator]	-5%	4
N#CCOC(=O)c1cc(S(=O)(=O)N2CCCCC2)ccc1N1CCOCC1	0%	-5%	0.3	11%	9	-14%	188%[activator]	-4%	-4
O=C1CCC(/C=C/c2ccccc2)=NN1Cc1ccc(F)cc1	1%	-1%	-0.3	7%	2	-37%	-9%	-19%	-1
CCn1ccc2cc(S(=O)(=O)N3CCC(C(=O)NCCc4ccccc4Cl)CC3)ccc21	-1%	-4%	0.6	0%	·	-7%	?	2%	-3
Cc1ccc(-c2nc3c(=O)n(C)c4ccccc4c3o2)cc1	2%	-4%	-0.5	-2%	-14	-3%	0%	-2%	-15
O=C(CSc1nc(-c2ccco2)cc(C(F)(F)F)n1)NC1CCCCCCC1	6%	-4%	·	10%	·	1%	0%	-6%	-3
CSCCC(NC(=O)COc1ccccc1)C(=O)OCCOc1ccc(C)cc1 (centres undefined)	-3%	2%	-1.4	5%	-10	-2%	-16%	2%	-3
Cc1ccc(C(=O)OCC(=O)c2c(N)n(C)c(=O)n(C)c2=O)cc1S(=O)(=O)N1CCOCC1	-1%	-5%	0.9	11%	13	1%	0%	-6%	-1

Looked up by compound from the list above (5):
SMILES	Vif-APOBEC3G blk	GRP78 ERSR act	D2 ag	ERG-DNA inh	D2 antagonist	RGS4 inhibitor	ALOX12 inh	Vif-APOBEC3F blk	LDHA block
N#CCOC(=O)c1cc(S(=O)(=O)N2CCCCC2)ccc1N1CCOCC1	0%	-5%	0.3	11%	9	-14%	188%[activator]	-4%	-4
Cc1ccc(C(=O)OCC(=O)c2c(N)n(C)c(=O)n(C)c2=O)cc1S(=O)(=O)N1CCOCC1	-1%	-5%	0.9	11%	13	1%	0%	-6%	-1
Cc1cc(C(=O)Cn2nc(C(=O)O)c3ccccc3c2=O)c(C)n1CCc1ccc(Cl)cc1	0%	3%	3.3	1%	-7	12%	?	1%	3&-10
CSCCC(NC(=O)COc1ccccc1)C(=O)OCCOc1ccc(C)cc1 (centres undefined)	-3%	2%	-1.4	5%	-10	-2%	-16%	2%	-3
O=C1CCC(/C=C/c2ccccc2)=NN1Cc1ccc(F)cc1	1%	-1%	-0.3	7%	2	-37%	-9%	-19%	-1

Carrying on.
SMILES	Vif-APOBEC3G blk	GRP78 ERSR act	D2 ag	ERG-DNA inh	D2 antagonist	RGS4 inhibitor	ALOX12 inh	Vif-APOBEC3F blk	LDHA block
O=C(Nc1ccc(Cl)cc1Cl)c1cc2ccccc2o1	-4%	-4%	-0.3	-7%	8	-43%	23%	?	-7
CCOC(=O)C1=C(N)OC2=C(C(=O)CCC2)C1c1sccc1C (centres undefined)	0%	0%	-1.3	-6%	7	-54%	-6%	-2%	-2
O=C(CSc1nccn1Cc1ccc(F)cc1)NC1CCCC1	2%&-1%	1%&1%	0.2&0.3	-2%&2%	-14	-2%&7%	-20%&6%	2%&-1%	-2&-19
C#Cc1ccc(CN2CCCC(C(=O)Nc3ccccc3Oc3cccnc3)C2)cc1 (centres undefined)	3%	-5%	-0.3	2%	0	-2%	-1%	4%	-4
O=C(Cn1c(=O)oc2cc(S(=O)(=O)N3CCCCCC3)ccc21)NC1CCCCC1	-1%	-1%	0.3	7%	1	-2%	7%[57.4 µM]	-6%	2
O=C(Nc1ccc(N2CCN(Cc3ccccc3Cl)CC2)cc1)c1cccnc1	-5%	-1%	1.0	14%	15	-7%	17%	0%	2
O=C(CSc1nc(-c2ccccc2)cc(=O)[nH]1)N1CCOCC1	1%	-10%	0.8	-2%	-10	-4%	0%[57.4 µM]	-11%	0
Cc1cc(C)n(-c2nc(C)c(C)c(=O)n2CC(=O)Nc2cccc([N+](=O)[O-])c2)n1	5%	-1%	-2.1	0%	·	2%	?	?	0
Cc1cc(Br)ccc1NC(=O)C(Cc1ccccc1)NS(=O)(=O)c1ccc(Br)s1 (centres undefined)	2%	-5%	-0.2	-4%	·	11%	-2%	-5%	-1
CCc1ccccc1NC(=O)C(CCSC)NS(=O)(=O)c1ccc2c(c1)oc(=O)n2C (centres undefined)	-1%	-1%	0.3	-2%	·	5%	-7%	-2%	1
O=C(CCS(=O)(=O)c1ccccc1)Nc1nncs1	?	-6%	-3.1	22%	-8	-8%	-4%	-5%	-5
Cc1ccc(NC(=O)Cn2c(=O)n(Cc3ccccc3)c(=O)c3c(C)c(C)sc32)c(C)c1	·	·	0.5	3%	·	6%	?	·	-13
COc1ccccc1CNC(=O)c1cc2ccccc2o1	-15%	3%	-1.2	-11%	1	-3%	-1%	9%	-6
COc1ccc(OCCC(=O)OCC(=O)Nc2ccc(S(=O)(=O)N3CCOCC3)cc2)cc1	-1%	2%	1.9	5%	-15	30%	-5%	-7%	-1
Cc1cccc(C(=O)Nc2cccc(C(=O)N3CCOCC3)c2)c1	-7%	2%	0.4	-2%	11	-5%	?	7%	-9
CC12CC(O)C3c4ccc(O)cc4CCC3C1CCC2=O (centres undefined)	1%	-5%	-0.3	-2%	4	-9%	-13%	1%	-1
O=C(Nc1cccc2ncccc12)c1ccccc1[N+](=O)[O-]	1%	0%	·	-2%	·	-21%	13%	-2%	1
CCOc1ccc2nc(N/C(N)=N/C(=S)Nc3ccc(OC)cc3)nc(C)c2c1	-1%	-7%	0.6	0%	-13	-33%	?	-5%	-10
Clc1ccc(-c2nnc(-c3ccccc3)c(-c3ccccc3)n2)cc1	-1%	-1%	-0.3	?	·	-17%	0%	17%	1
Cc1cc(C)cc(-n2ccnc2SCC(=O)Nc2nnc(C)s2)c1	?	-6%	·	-10%	·	-18%	-4%&-13%	-7%	2&0
Cc1cc(C)c2c(N)c(C(=O)c3ccccc3Cl)sc2n1	-6%	-3%	0.3	-3%	-1	16%	11%	1%	-7
Cc1c(CCO)c(=O)n(-c2ccccc2)n1S(=O)(=O)c1ccc(F)cc1	2%	-5%	-0.1	0%	-4	-6%	0%	-1%	0
Cn1c(COc2ccccc2)nnc1SCC(=O)NCc1ccccc1	2%	-4%	-0.7	·	5	-10%	6%[57.4 µM]	-2%	-2
CC(NC(=O)COC(=O)c1cc([N+](=O)[O-])ccc1N1CCOCC1)c1ccc(F)cc1 (centres undefined)	-2%	-2%	-0.3	1%	-9	-37%	?	3%	2
CC(C)Sc1nc2sc(-c3ccccc3)cc2c(=O)n1N	-3%	1%	·	3%	·	-11%	-6%	-16%	-13
C[C@@H]1CC=C[C@H]2[C@H]1C(=O)N(Cc1ccccc1)[C@H]2c1ccc(F)c(/C=C/c2ccccc2)c1	2%	-3%	0.2	10%	14	-16%	-2%	1%	-2
CCn1ccnc1CN(C)C(=O)c1ccc(OC2CCN(CCc3ccccc3)CC2)cc1	0%	-5%	·	-3%	·	33%[56.9 µM]	2%	-2%	-2
CCOc1ccc(-n2c(SCc3cc(=O)oc4cc(C)ccc34)nnc2-c2cccnc2)cc1	-4%	1%	0.0	0%	6	4%	-5%	-8%	3

Among those listed so far, two contain a cyano group:
SMILES	Vif-APOBEC3G blk	GRP78 ERSR act	D2 ag	ERG-DNA inh	D2 antagonist	RGS4 inhibitor	ALOX12 inh	Vif-APOBEC3F blk	LDHA block
COc1ccccc1NC(=O)Nc1ccccc1C#N	0%	-4%	-2.3	2%	-7	-7%	-5%	10%	-2
N#CCOC(=O)c1cc(S(=O)(=O)N2CCCCC2)ccc1N1CCOCC1	0%	-5%	0.3	11%	9	-14%	188%[activator]	-4%	-4

Screening data deposited in PubChem by National Center for Advancing Translational Sciences (NCATS).
